# IL-2 act = activators of IL-2; IL-2 activation reporter assay, cell-based qHTS; stimulated with anti-CD3/CD4/CD28 beads; in transgenic mouse T cells; activation, % (series mostly up to about 46 µM); 360,000 compounds, 0.065% hits; in the data active = activation above about 50%; inconclusive = mostly about 30% to 49%; also: 0% is about no effect
#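 Quantitative HTS in unstimulated transgenic mouse T cells, with memory T cells as non-tolerant control and PMA/ionomycin as tolerance-bypass control. Compound pretreatment lasted 60 minutes before 18 h bead stimulation; EGFP/DsRed fluorescence read.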
# EPAC1 antag = blocks human EPAC1 exchange factor | O95398 | EPAC1 GEF assay, Rap1b-BODIPY-GDP exchange fluorescence | Potency, µM (titrated, usually from 115 µM), for inactives: at the highest dose activity change, negative = inhibition, usual class: inhibitors | AID 720709 | 360,000 compounds, 0.14% hits;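 also: potency is read from the fitted curve at half-maximal effect; plate controls were vehicle for no effect and positive control for full effect; nearly all actives have a fitted effect of over 50% in size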
# PI5P4K alpha inh = blocks human PI5P4K alpha kinase activity; PI5P4Kalpha enzyme, ADP-Glo luminescence, 60 min; active compounds read low; max response, %; 330,000 compounds, 1.2% hits; AID 652105; active = max response of -50% or lower; inconclusive = between -30% and -50%; inactive = -30% or higher; also: value at the top dose of about 77 µM; % is scaled to controls: 0 for no effect and ±100 for the full control effect
# Target sequence (P48426 whole entry, looked up): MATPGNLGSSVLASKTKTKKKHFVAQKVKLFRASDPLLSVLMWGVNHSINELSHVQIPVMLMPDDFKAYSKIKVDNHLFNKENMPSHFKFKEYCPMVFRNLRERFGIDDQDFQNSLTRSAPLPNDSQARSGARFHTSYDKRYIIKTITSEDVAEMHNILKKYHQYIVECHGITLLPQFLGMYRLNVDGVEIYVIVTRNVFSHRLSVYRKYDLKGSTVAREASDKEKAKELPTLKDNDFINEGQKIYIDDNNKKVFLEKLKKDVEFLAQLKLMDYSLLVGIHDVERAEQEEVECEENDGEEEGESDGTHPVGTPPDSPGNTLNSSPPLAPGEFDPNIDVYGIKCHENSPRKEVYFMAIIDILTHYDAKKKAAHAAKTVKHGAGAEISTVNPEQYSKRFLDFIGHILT
#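 Quantitative HTS of the MLSMR library against PI5P4Kalpha with substrate. ATP added last at 5 microM final; room temperature, 60 minutes. Remaining ATP depleted, ADP converted and read as luminescence.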
# FUS suppressor = FUS proteinopathy suppression in yeast; S. cerevisiae FUS-expressing, growth rescue, OD600, 24 h; Potency, µM (doses to about 76.6 µM), inactives show at the highest dose growth rescue (activation), actives largely listed as activators; 390,000 compounds, 0.24% hits; AID 1347120;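 also: potency is read from the fitted curve at half-maximal effect; plate controls were DMSO vehicle for no effect and reference control for full effect; nearly all actives have a fitted effect of over 55% in size; some results filed as inactive show a strong effect at the top dose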
#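 Compound concentration series was pinned onto galactose-induced FUS-expressing yeast seeded at OD 0.005. Plates sat 24hr at 30C; absorbance at 600 nm gave growth. DMSO served as background control.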
# PLK1 PBD block = PLK1 (human) polo-box domain binding inhibition. P53350. Plk1 PBD binding of FITC phosphopeptide, fluorescence polarization. Potency, µM, for inactives: max response, negative = inhibition, most hits filed as inhibitors. 360,000 compounds, 2.8% hits; also: potency is read from the fitted curve at half-maximal effect; series mostly up to about 57 µM; % is scaled to controls: 0 for no effect and ±100 for the full control effect; nearly all actives have a fitted effect of over 65% in size
# Target sequence (P53350 whole entry, looked up, the tested form may be a part): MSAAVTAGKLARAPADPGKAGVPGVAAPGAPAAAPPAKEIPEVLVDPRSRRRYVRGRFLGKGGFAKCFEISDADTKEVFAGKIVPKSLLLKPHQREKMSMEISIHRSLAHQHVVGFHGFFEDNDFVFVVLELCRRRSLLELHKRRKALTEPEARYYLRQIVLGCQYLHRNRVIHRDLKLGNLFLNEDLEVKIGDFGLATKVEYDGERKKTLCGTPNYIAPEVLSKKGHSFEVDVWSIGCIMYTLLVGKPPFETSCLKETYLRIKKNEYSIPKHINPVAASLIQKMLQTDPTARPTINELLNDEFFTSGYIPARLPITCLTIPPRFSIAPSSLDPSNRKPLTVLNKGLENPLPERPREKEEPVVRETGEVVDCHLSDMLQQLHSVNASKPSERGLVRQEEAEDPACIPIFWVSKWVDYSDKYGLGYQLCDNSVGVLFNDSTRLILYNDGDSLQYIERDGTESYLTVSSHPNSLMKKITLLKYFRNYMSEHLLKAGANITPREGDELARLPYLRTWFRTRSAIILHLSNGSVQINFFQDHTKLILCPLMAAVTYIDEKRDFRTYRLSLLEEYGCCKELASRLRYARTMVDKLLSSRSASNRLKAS
# WRN helicase inh = inhibitors of human WRN helicase | WRN helicase unwinding, fluorescent forked duplex, kinetic | 360,000 compounds, 0.46% hits | AID 651768 | Q14191 | Potency, µM (titrated, usually from 114 µM), without a hit: top-dose activity change, negative = inhibition, hits mostly inhibitors; also: potency is read from the fitted curve at half-maximal effect; % is scaled to controls: 0 for no effect and ±100 for the full control effect; nearly all actives have a fitted effect of over 55% in size
#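 Enzyme (20 nM final) and test compound sit together 15 min at room temperature before substrate addition. Substrate is a single-forked duplex oligonucleotide (100 nM) labelled with fluorophore and quencher, with 2 mM ATP; helicase unwinding raises red fluorescence, read kinetically.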
# EPAC1 agonist = activates human EPAC1 exchange factor; 360,000 compounds, 0.073% hits; EPAC1 agonist qHTS, biochemical assay; response scale: 100% = response to 6.5 mM cAMP; O95398; AID 720707; Potency, µM (series often up to 154 µM), without a hit: at the highest dose activation, usual class: activators; also: potency is read from the fitted curve at half-maximal effect; nearly all actives have a fitted effect of over 60% in size
#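 Multi-concentration qHTS readout: loss of Rap1B-bound BODIPY-GDP fluorescence driven by 100 nM EPAC1 with excess GDP (50 uM), monitored kinetically at room temperature; agonist response expressed relative to 6.5 mM cAMP.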
# Abeta yeast res = A-beta toxicity reversal in yeast. yeast expressing A-beta42, growth rescue, OD600, 48 h; response scale: 0% DMSO, 100% iron-clioquinol control. Potency, µM (titrated, usually from 46.1 µM), for inactives: at the top dose growth rescue, most hits filed as activators. AID 1347071. 410,000 compounds, 0.063% hits; also: potency is read from the fitted curve at half-maximal effect; nearly all actives have a fitted effect of over 55% in size
#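 Yeast A-beta toxicity model in growth medium with pinned compounds, 48 h at 30 C; growth read as absorbance at 600 nm. Normalized to FeCl3/clioquinol equimolar mix (positive) and DMSO (negative).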
# * marks the source's active call; other numbers are inactive results; ? = inconclusive; nt = no result given; [ ] = dose if it differs, or a comment. Unless noted, calls follow the shape of the dose curve; as a rule, active = well fitted curve in the direction sought with a large enough effect; inconclusive = small, poorly fitted or top-dose-only effect, or another doubt; inactive = no such curve, though single readings can be large; an effect the other way counts as inactive or inconclusive.
# Screens by letter: A = IL-2 act; B = EPAC1 antag; C = PI5P4K alpha inh; D = FUS suppressor; E = PLK1 PBD block; F = WRN helicase inh; G = EPAC1 agonist; H = Abeta yeast res
CC(c1nc2ccccc2[nH]1)n1c(=O)c(-c2cccs2)nc2ccccc21 (stereo not drawn)
  A: -0.2; B: -1.7%; C: -4.9; D: 14.7%; E: -3.6%; F: -3.9%; G: 1.2%; H: 3.4%

O=C(c1ccc(=O)[nH]n1)N1CCN(S(=O)(=O)c2ccccc2F)CC1
  A: 0.4; B: -8.5%; C: -0.9; D: -3.6%; E: -7.2%; F: 3.5%; G: 9.4%; H: 2.0%

COc1cccc(NC(=O)c2ccc3c(c2)N(CC(=O)N2CCCCC2)C(=O)C(C)(C)O3)c1
  A: -3.6; B: 1.2%; C: nt; D: 36.3%; E: -13.8%; F: -0.8%; G: 8.0%; H: 2.5%

Cc1cccc(N2C(=O)N3[C@H](c4ccc(F)cc4)[C@@H]4C(=O)N(C5CCCCC5)C(=O)[C@@H]4[C@]3(Cc3ccccc3)C2=O)c1
  A: -4.4; B: -2.5%; C: 5.3; D: ?; E: -11.7%; F: 1.5%; G: -12.0%; H: -4.8%

Cc1ccc(C(=O)C[n+]2ccc3ccccc3c2)cc1
  A: 0.7; B: -6.5%; C: -1.6; D: 12.3%; E: 8.1%; F: 0.9%; G: -3.6%; H: 2.9%

CCC(C)NS(=O)(=O)c1ccc(NS(C)(=O)=O)cc1 (stereo not drawn)
  A: 0.2; B: -7.7%; C: 4.9; D: -20.8%; E: -3.4%; F: 2.0%; G: -1.5%; H: 10.5%

COc1ccc(CCNC(=O)c2sc(=S)n(C)c2N)cc1
  A: 2.3; B: 13.8%; C: 1.4; D: 8.7%; E: -19.2%; F: 2.4%; G: -16.5%; H: -1.7%

COc1ccccc1NS(=O)(=O)c1ccc(C)c(NC(=O)NC2CCCCC2)c1
  A: 0.2; B: 2.1%; C: 3.7; D: 12.6%; E: -3.4%; F: 5.6%; G: -9.6%; H: -4.1%

CC(OC(=O)c1ccc(S(=O)(=O)NCc2ccco2)cc1)C(=O)Nc1ccc(Cl)cn1 (stereo not drawn)
  A: 0.0; B: -16.1%; C: ?; D: 8.3%; E: -12.4%; F: -34.2%; G: 10.4%; H: -0.2%

CN(C)S(=O)(=O)N1CCC(Oc2cccc(C(=O)N3CCSCC3)c2)CC1
  A: -0.7; B: 7.1%; C: 4.9; D: 13.1%; E: -4.1%; F: -15.3%; G: -2.8%; H: 11.2%

# 3 consecutive compounds from above, for reference:
# Screens by letter: A = IL-2 act; B = EPAC1 antag; C = PI5P4K alpha inh; D = FUS suppressor; E = PLK1 PBD block; F = WRN helicase inh; G = EPAC1 agonist; H = Abeta yeast res
CC(c1nc2ccccc2[nH]1)n1c(=O)c(-c2cccs2)nc2ccccc21 (stereo not drawn)
  A: -0.2; B: -1.7%; C: -4.9; D: 14.7%; E: -3.6%; F: -3.9%; G: 1.2%; H: 3.4%

O=C(c1ccc(=O)[nH]n1)N1CCN(S(=O)(=O)c2ccccc2F)CC1
  A: 0.4; B: -8.5%; C: -0.9; D: -3.6%; E: -7.2%; F: 3.5%; G: 9.4%; H: 2.0%

COc1cccc(NC(=O)c2ccc3c(c2)N(CC(=O)N2CCCCC2)C(=O)C(C)(C)O3)c1
  A: -3.6; B: 1.2%; C: nt; D: 36.3%; E: -13.8%; F: -0.8%; G: 8.0%; H: 2.5%

# Next section
# Screens by letter: A = IL-2 act; B = EPAC1 antag; C = PI5P4K alpha inh; D = FUS suppressor; E = PLK1 PBD block; F = WRN helicase inh; G = EPAC1 agonist; H = Abeta yeast res
COc1cccc(NC(=S)N2CCN(Cc3ccccc3)CC2)c1
  A: 0.9; B: 6.1%; C: -2.4; D: nt; E: -5.2%; F: -12.5%; G: -2.5%; H: 3.6%

CN(C)S(=O)(=O)c1ccc2[nH]cc(/C=C/c3nc4ccccc4c(=O)n3-c3ccccc3)c2c1
  A: 3.4; B: 0.9%; C: nt; D: 21.7%; E: -5.4%; F: 0.3%; G: 3.7%; H: -4.5%

CCc1noc(C)c1C(=O)Nc1nc(-c2ccc(OC)c(OC)c2)cs1
  A: -0.3; B: -14.2%; C: 5.0; D: 27.0%; E: -8.5%; F: -10.9%; G: 3.7%; H: 6.7%

CC(Oc1ccccc1)C(=O)NC1CCSc2ccccc21 (stereo not drawn)
  A: 1.7; B: -11.0%; C: 2.3; D: 9.6%; E: -21.4%; F: 3.4%; G: -2.8%; H: -1.3%

O=C1C2C3CCC(O3)C2C(=O)N1c1cccc(O)c1 (stereo not drawn)
  A: 3.0; B: 11.3%; C: -5.7; D: -8.6%; E: -13.0%; F: -0.9%; G: 14.2%; H: -2.7%

COc1ccc(CNC(=O)c2cc(-c3cc(C)ccc3O)n[nH]2)cc1
  A: 0.1; B: -2.1%; C: -2.3; D: -4.3%; E: 2.7%; F: -6.7%; G: -3.1%; H: -2.0%

O=C(Nc1cnn(C23CC4CC(CC(C4)C2)C3)c1)c1cnn2cccnc12
  A: -1.8; B: 4.1%; C: nt; D: 13.9%; E: -1.3%; F: -5.9%; G: 0.2%; H: -9.3%

O=C(N/C(=C\c1ccc(Br)cc1)C(=O)N1CCCC1)c1ccccc1F
  A: -2.1; B: -5.3%; C: -8.7; D: 10.9%; E: -16.0%; F: 5.7%; G: 6.6%; H: -1.0%

Cn1nnnc1SCC(=O)Nc1ccccc1C(=O)NCc1ccccc1
  A: -2.1; B: 10.7%; C: nt; D: 25.5%; E: -0.9%; F: -9.1%; G: -5.4%; H: 4.7%

CC(C)(C)Nc1nc(N)nc(Cl)n1
  A: -0.5; B: -1.4%; C: 2.2; D: -7.4%; E: -16.4%; F: -11.7%; G: 3.7%; H: -8.4%

Cc1cc(C)c(S(=O)(=O)N2CCCOC2CNC(=O)C(=O)NCc2ccncc2)c(C)c1 (stereo not drawn)
  A: -0.3; B: 0.2%; C: -2.0; D: nt; E: -7.2%; F: 11.1%; G: 4.9%; H: 17.9%

COc1cc(OC)c(C2C=CC(=O)CC2)c(OC)c1 (stereo not drawn)
  A: -0.1; B: -0.6%; C: -0.9; D: -11.0%; E: -12.9%; F: 2.0%; G: -0.4%; H: -10.4%

O=C(NCCCN1CCOCC1)c1ccccc1N1C(=O)[C@@H]2Cc3c([nH]c4ccccc34)C(c3cccc(Cl)c3)N2C1=O (stereo partly drawn)
  A: -0.4; B: -6.4%; C: 1.1; D: 36.2%; E: 5.6%; F: 3.1%; G: -0.9%; H: -2.4%

Cc1ccc(NC(=O)c2cncc(Br)c2)cc1S(=O)(=O)N(C)C
  A: 0.0; B: 13.0%; C: -15.1; D: nt; E: 15µM*; F: -10.1%; G: -2.5%; H: 11.5%

CCN(CC)CCNC(=O)C1c2ccccc2C(=O)N(C)C1c1cn(C)c2ccccc12 (stereo not drawn)
  A: 2.2; B: -4.3%; C: 2.2; D: 14.1%; E: -4.0%; F: -4.9%; G: 4.0%; H: 28.2%

CC(=O)C(Cc1ccccc1)NC(=O)CCl (stereo not drawn)
  A: 0.6; B: 11.1%; C: 1.5; D: -21.9%; E: 3.7%; F: 2.0%; G: 0.2%; H: -4.5%

COc1ccc(C2=NOC(Cn3nc(-c4ccccc4)cc3C(=O)NCc3ccco3)C2)cc1 (stereo not drawn)
  A: 0.1; B: -17.0%; C: 2.9; D: -7.5%; E: 1.4%; F: -5.0%; G: 9.4%; H: 7.7%

NC(=O)/C(=C/c1cccnc1)NC(=O)c1ccccc1
  A: 1.2; B: 11.2%; C: -1.7; D: -6.2%; E: -0.8%; F: -5.2%; G: 7.8%; H: ?

CCCCN1C=C(C(=O)OC)C(c2ccccc2C(F)(F)F)C(C(=O)OC)=C1
  A: 0.6; B: 11.5%; C: 0.1; D: -1.7%; E: 3.1%; F: 1.4%; G: -0.5%; H: -5.5%

COc1cc2[nH]c(=S)n(Cc3ccco3)c(=O)c2cc1OC
  A: -0.3; B: 0.6%; C: nt; D: 15.0%; E: -6.5%; F: -9.9%; G: 1.3%; H: 0.0%

Cc1ccc(C(=O)NN2C(=O)C3C4C=CC(C5CC45)C3C2=O)cc1 (stereo not drawn)
  A: -0.3; B: 0.1%; C: 0.6; D: 7.4%; E: -1.0%; F: -25.8%; G: -4.5%; H: 10.6%

O=C(COC(=O)c1cccc([N+](=O)[O-])c1)NCc1ccc2c(c1)OCO2
  A: 2.8; B: 1.6%; C: 5.0; D: 13.2%; E: ?; F: -3.3%; G: 2.2%; H: 2.0%

Nc1ccc(C2CCCc3nonc32)c2nonc12 (stereo not drawn)
  A: 5.1; B: -0.5%; C: 7.9; D: -3.9%; E: -1.0%; F: -6.5%; G: -0.7%; H: 25.5%

COc1ccc(CC(=O)N/N=C(\C)c2ccc(Br)s2)cc1
  A: -4.1; B: -11.4%; C: 2.3; D: -2.3%; E: 3.6%; F: -5.1%; G: -4.1%; H: 8.1%

CC(=O)C1=C(O)C(=O)N(c2ccccn2)C1c1cccc(F)c1 (stereo not drawn)
  A: -2.0; B: 10.8%; C: -3.0; D: 6.1%; E: -6.6%; F: 3.5%; G: 8.5%; H: -0.1%

S=C(NCCCN1CCOCC1)Nc1ccc(N2CCOCC2)cc1
  A: -3.9; B: -3.5%; C: -2.5; D: -31.0%; E: -0.9%; F: 1.4%; G: -9.9%; H: -1.6%

Cc1onc(-c2c(Cl)cccc2Cl)c1C(=O)NCC1CCCO1 (stereo not drawn)
  A: 0.1; B: 14.3%; C: nt; D: 18.9%; E: 0.6%; F: -2.3%; G: 0.5%; H: 29.4%

COc1cccc(S(=O)(=O)N(C)C[C@@H]2Oc3ncc(C#CCN(C)C)cc3C(=O)N([C@H](C)CO)C[C@H]2C)c1
  A: -1.6; B: 3.6%; C: 1.3; D: -1.4%; E: -25.0%; F: 0.6%; G: 12.7%; H: 0.5%

CC1CC1C(=O)OCc1cc(=O)n2cc(Br)ccc2n1 (stereo not drawn)
  A: 0.1; B: -1.3%; C: -4.1; D: 3.8%; E: -1.6%; F: 2.5%; G: 4.1%; H: -20.6%

CC(C)c1ccc(S(=O)(=O)Nc2ccc(SC(F)F)cc2)cc1
  A: -3.4; B: -27.9%; C: 22.2; D: nt; E: -3.1%; F: -7.5%; G: 7.4%; H: -81.4%[inhibitor]

Cc1cc(C)cc(N(C(=O)c2snc(C(N)=O)c2N)C(C(=O)NCC2CCCO2)c2cccs2)c1 (stereo not drawn)
  A: -0.2; B: -1.2%; C: -4.6; D: 42.4%; E: -12.3%; F: -2.5%; G: -6.5%; H: -2.1%

COc1ccc(NC(=O)c2cc(C(C)C)on2)c(OC)c1
  A: -0.2; B: -13.3%; C: 0.6; D: -15.9%; E: 0.7%; F: -12.8%; G: -1.7%; H: -14.0%
